C diff HTS = inhibitors of Clostridium difficile growth. Clostridium difficile clinical isolate growth, OD600, 24 h; hits give low values. growth activity, negative = inhibition, % at 16 µg/mL (by protocol). actives 0.25% (n = 86,000);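 active means mean growth activity at or below -80% and every replicate also at or below -80%; inconclusive means mean at or below -80% but some replicate above -80%; inactive means mean growth activity above -80%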;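 further: 0% = DMSO wells and -100% = levofloxacin 16 µg/mL wells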
GASC1 inh = inhibitors of human demethylase GASC-1 KDM4C; Q9H3R0; GST-KDM4C 2-372, H3K9me3 peptide, LANCE TR-FRET; inhibition, % at 12.5 µM; actives 0.15% (n = 96,000); AID 720574;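 active means mean replicate inhibition above about 25%, with at least 55% of replicates also reaching it, limit read from the data, passing the limit was not always enough; inconclusive means only one of those two conditions met; inactive means neither condition met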
Target sequence (Q9H3R0 2-372 limits assumed): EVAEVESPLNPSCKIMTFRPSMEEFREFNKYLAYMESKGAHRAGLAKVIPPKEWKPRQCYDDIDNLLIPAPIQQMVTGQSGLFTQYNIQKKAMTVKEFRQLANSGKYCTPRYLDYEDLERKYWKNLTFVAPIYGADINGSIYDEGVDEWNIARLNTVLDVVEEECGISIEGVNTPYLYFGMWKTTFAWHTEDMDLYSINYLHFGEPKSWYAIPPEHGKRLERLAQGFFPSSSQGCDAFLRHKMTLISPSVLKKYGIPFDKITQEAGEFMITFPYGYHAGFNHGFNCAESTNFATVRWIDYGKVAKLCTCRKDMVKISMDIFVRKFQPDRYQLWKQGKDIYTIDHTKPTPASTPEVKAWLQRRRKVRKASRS
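System: N-terminal GST-fused human GASC-1 (KDM4C) fragment, residues 2-372 / Amount: 10 nM GST-KDM4C in enzyme reaction / Also added: H3K9me3 peptide with Fe(II)/2OG / Times: 30 min demethylation and 1 h detection at room temperature / Signal: LANCE TR-FRET / Read-out basis: Fall in 671/618 emission ratio as inhibition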
Pf Dd2 growth = P. falciparum Dd2 growth inhibition | SYBR Green, 72 h; hits give low values | activity change, % at 10 µM | actives 2.3% (n = 94,000); in the data active means activity change below about -80%; inconclusive means no clear call, values can overlap the other calls
T cruzi growth = T. cruzi proliferation inhibition. actives 5.9% (n = 77,000). inhibition, % at 8.34 µM. T. cruzi beta-gal in NIH3T3, GalScreen luminescence, 90 h;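 active means mean inhibition above about 93%, with at least 55% of replicates each passing it, limit read from the data, passing the limit was not always enough; inconclusive means only one of those two conditions holds; inactive means neither condition holds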
Numbers without * were called inactive; ? = inconclusive; . = not tested or not shown; & = joins results of further samples.

SMILES	C diff HTS	GASC1 inh	Pf Dd2 growth	T cruzi growth
COCC(=O)Nc1ccc2c(c1)[C@@H]1C[C@H](CC(=O)OC)O[C@H](CO)[C@@H]1O2	-3	-1.9	33	.
CO[C@H]1CN(C)C(=O)c2cc(NS(=O)(=O)c3ccccc3)ccc2OC[C@H](C)N(Cc2nccs2)C[C@@H]1C	.	0.7	-18	38
O=C(Cc1cccnc1)N[C@@H]1CC[C@@H](CCNS(=O)(=O)c2ccccc2Cl)O[C@H]1CO	0	0.2	8	8
C[C@@H]1CCCCO[C@@H](CN(C)Cc2ccccc2)[C@@H](C)CN([C@@H](C)CO)C(=O)c2cc(NS(=O)(=O)c3cccs3)ccc2O1	.	4.9	-39	.
C[C@@H]1CCCCO[C@@H](CN(C)C(=O)CCCN(C)C)[C@H](C)CN([C@@H](C)CO)C(=O)c2cc(NS(=O)(=O)c3ccccc3)ccc2O1	2	0.4	57	16
CO[C@@H]1CN(C)C(=O)c2cc(NS(=O)(=O)c3ccccc3)ccc2OC[C@@H](C)N(C(=O)NC(C)C)C[C@@H]1C	.	1.8	21	-28
COc1ccc2c3c(n(C)c2c1)[C@@H](CO)N(C(=O)c1cnccn1)CC31CCN(C(=O)c2cnccn2)CC1	3	3.8	-1	.
COc1ccc(S(=O)(=O)N(C)C[C@H]2OCCCC[C@H](C)Oc3ccc(NS(=O)(=O)c4cn(C)cn4)cc3C(=O)N([C@H](C)CO)C[C@H]2C)cc1	-5	-2.2	9	70
O=C(c1ccccc1F)N1C[C@H]2[C@@H](c3ccccc31)[C@@H](CO)N2C(=O)c1ccccc1	14	0.2	-1	13
COc1ccc(CN(C)C[C@H]2OCCCC[C@H](C)Oc3ccc(NS(=O)(=O)c4ccc(OC)cc4)cc3C(=O)N([C@@H](C)CO)C[C@H]2C)cc1	-19	1.4	-83*	.
C[C@@H]1CN([C@@H](C)CO)C(=O)c2cc(NS(=O)(=O)c3ccc(Cl)cc3)ccc2O[C@@H]1CN(C)CC1CCCCC1	7	0.1	13	3
COc1ccc(S(=O)(=O)N(C)C[C@H]2OCCCC[C@@H](C)Oc3ccc(NS(=O)(=O)c4cccs4)cc3C(=O)N([C@H](C)CO)C[C@H]2C)cc1	-13	-3.2	-72	110*
N#C[C@@H]1[C@@H](c2ccc(-c3ccccc3F)cc2)[C@@H](CO)N1C(=O)Cc1ccccc1	-4	1.1	-14	49
COCC(=O)N(C)C[C@@H]1Oc2ncc(C#Cc3ccc(OC)cc3)cc2C(=O)N([C@@H](C)CO)C[C@H]1C	0	0.7	6	-17
O=C(NC1Cc2ccccc2C1)[C@H]1N[C@H]2c3cccc(=O)n3C[C@H]2[C@@H]1CO	14	-0.6	.	1
CC(=O)N1[C@H](C(=O)NC2CCC2)[C@@H](CO)[C@@H]2Cn3c(ccc(-c4ccccc4)c3=O)[C@@H]21	-2	1.2	10	21
C[C@@H]1CN([C@@H](C)CO)C(=O)c2cccc(NS(=O)(=O)c3cccs3)c2O[C@@H]1CN(C)C	-1	-1.5	-9	.
Cc1cc(C(=O)Nc2cccc3c2O[C@H](CN(C)Cc2ccc(C(=O)O)cc2)[C@H](C)CN([C@H](C)CO)C3=O)n(C)n1	-1	-0.2	-6	.
C[C@H]1CN([C@@H](C)CO)S(=O)(=O)c2ccc(C#CC(C)(C)O)cc2O[C@@H]1CN(C)Cc1ccncc1	-3	0.6	-24	52
COc1ccc(-c2ccc([C@@H]3[C@@H](CO)N4C(=O)CN(Cc5ccccc5)C[C@@H]34)cc2)cc1	2	6.0	-17	.
CCCN(C)C[C@H]1OCCCC[C@@H](C)Oc2ccc(NC(=O)C3CCCCC3)cc2C(=O)N([C@H](C)CO)C[C@@H]1C	-8	-0.8	-63	80
N#C[C@@H]1[C@@H](c2ccc(C#CCC3CCCC3)cc2)[C@H](CO)N1C(=O)c1ccccn1	-6	-0.4	-24	97*
COC(=O)[C@@H]1[C@@H](CO)[C@@H]2Cn3c(ccc(C4=CCCCC4)c3=O)[C@@H]2N1C(=O)C1CCCC1	1	-0.6	.	9
C[C@@H]1CCCCO[C@@H](CN(C)Cc2ccncc2)[C@@H](C)CN([C@H](C)CO)C(=O)c2cc(NC(=O)Cc3ccccc3)ccc2O1	-1	-0.3	-11	35
C[C@@H]1CN([C@@H](C)CO)C(=O)c2cc(NS(=O)(=O)c3cn(C)cn3)ccc2O[C@H]1CN(C)S(C)(=O)=O	.	1.4	11	-50
COc1ccc(NC(=O)Nc2ccc3c(c2)C(=O)N([C@H](C)CO)C[C@@H](C)[C@H](CN(C)C(=O)Nc2c(C)noc2C)OCCCC[C@@H](C)O3)cc1	4	-0.9	10	46
COc1ccc(NC(=O)N(C)C[C@H]2OCCCC[C@H](C)Oc3ccc(NS(=O)(=O)c4cn(C)cn4)cc3C(=O)N([C@H](C)CO)C[C@@H]2C)cc1	3	.	49	-71
COCC(=O)N1CCCCN2[C@@H](CO)[C@H](c3ccc(-c4ccc(OC)cc4)cc3)[C@@H]2C1	-4	0.3	24	104*
C[C@@H]1CN([C@H](C)CO)C(=O)c2cc(NC(=O)Nc3ccc4c(c3)OCO4)ccc2O[C@@H](C)CCCCO[C@H]1CN(C)Cc1ccc(C(F)(F)F)cc1	.	0.1	-79	79
Cc1ccc(S(=O)(=O)N(C)C[C@H]2Oc3c(NS(C)(=O)=O)cccc3C(=O)N([C@H](C)CO)C[C@@H]2C)cc1	5	-2.2	22	40
Cc1ccc(S(=O)(=O)N[C@H]2CC[C@H](CCn3cc(-c4cccnc4)nn3)O[C@@H]2CO)cc1	.	-0.6	3	12
CCS(=O)(=O)NC[C@H]1[C@@H](c2ccccc2)[C@@H](CO)N1CC1CCCC1	11	0.1	2	.
COCC#Cc1cnc2c(c1)C(=O)N([C@H](C)CO)C[C@@H](C)[C@@H](CN(C)Cc1ccccc1F)O2	2	-1.9	18	-41
Cc1ccc(S(=O)(=O)N2C[C@@H](O)COC[C@H]3O[C@@H](CC(=O)N[C@H]4CCN(Cc5ccccc5)C4)CC[C@@H]32)cc1	.	-0.6	-32	99*
C[C@@H]1CN([C@H](C)CO)C(=O)Cc2cc(NS(=O)(=O)c3ccccc3)ccc2O[C@H]1CN(C)Cc1ccc(Cl)c(Cl)c1	7	-1.6	-7	-22
COc1ccc(NC(=O)N(C)C[C@H]2OCCCC[C@H](C)Oc3ccc(NC(=O)c4ccncc4)cc3C(=O)N([C@@H](C)CO)C[C@H]2C)cc1	1	1.1	-2	33
C[C@@H]1CCCCO[C@@H](CN(C)C(=O)Nc2ccc(C(F)(F)F)cc2)[C@H](C)CN([C@H](C)CO)C(=O)c2cc(N(C)C)ccc2O1	3	-2.0	-1	67
COc1cccc(-c2ccc3c(c2)[C@H]2[C@H](CCN2C(=O)c2ccccn2)[C@@H](CO)N3)c1	-3	18	-8	16
C[C@H](CO)N1C[C@H](C)[C@@H](CN(C)Cc2ccc(Cl)c(Cl)c2)Oc2ccc(NC(=O)CCCN(C)C)cc2C1=O	1	3.5	-4	14
N[C@@H]1CC[C@@H](CCn2cc(-c3ccccn3)nn2)O[C@H]1CO	.	1.2	-16	-6
COc1ccc(NC(=O)N(C)C[C@H]2Oc3ccc(N(C)C)cc3C(=O)N([C@H](C)CO)C[C@H]2C)cc1	-1	14	-20	5
COCC(=O)N(C)C[C@@H]1Oc2ncc(Br)cc2C(=O)N([C@@H](C)CO)C[C@H]1C	5&-3	0.3	59&17	16
O=C(NCCN1CCCCC1)[C@@H]1[C@@H](CO)[C@@H]2Cn3c(cccc3=O)[C@H]1N2C(=O)C1CCCCC1	3	-1.5	9	63
C/C=C/c1ccc([C@@H]2[C@H](CO)N(C(=O)CN(C)C)C23CN(C(=O)C2CCC2)C3)cc1	9	-0.4	-2	.
C[C@H]1CN([C@@H](C)CO)C(=O)c2cc(NS(=O)(=O)c3ccccc3)ccc2O[C@H]1CN(C)S(=O)(=O)c1cn(C)cn1	-2	-0.5	7	8
CC(=O)N1[C@H](C(=O)N(C)C)[C@@H](CO)[C@@H]2Cn3c(ccc(-c4ccc(F)cc4)c3=O)[C@@H]21	3	0.8	14	7
C[C@H]1CN([C@@H](C)CO)C(=O)c2cccc(NS(=O)(=O)c3ccc(Cl)cc3)c2O[C@H]1CN(C)CC1CCCCC1	9	0.0	14	23
C[C@@H]1CN([C@H](C)CO)C(=O)c2cc(NC(=O)C3CCCCC3)ccc2O[C@@H](C)CCCCO[C@H]1CN(C)C(=O)NC1CCCCC1	-2	7.4	-26	114*

Exported in markdown: entries from further up.
| Compound | C diff HTS | GASC1 inh | Pf Dd2 growth | T cruzi growth |
| --- | --- | --- | --- | --- |
| COc1ccc(NC(=O)N(C)C[C@H]2Oc3ccc(N(C)C)cc3C(=O)N([C@H](C)CO)C[C@H]2C)cc1 | -1 | 14 | -20 | 5 |
| COCC(=O)N(C)C[C@@H]1Oc2ncc(Br)cc2C(=O)N([C@@H](C)CO)C[C@H]1C | 5&-3 | 0.3 | 59&17 | 16 |
| O=C(NCCN1CCCCC1)[C@@H]1[C@@H](CO)[C@@H]2Cn3c(cccc3=O)[C@H]1N2C(=O)C1CCCCC1 | 3 | -1.5 | 9 | 63 |
| C/C=C/c1ccc([C@@H]2[C@H](CO)N(C(=O)CN(C)C)C23CN(C(=O)C2CCC2)C3)cc1 | 9 | -0.4 | -2 | . |
| C[C@H]1CN([C@@H](C)CO)C(=O)c2cc(NS(=O)(=O)c3ccccc3)ccc2O[C@H]1CN(C)S(=O)(=O)c1cn(C)cn1 | -2 | -0.5 | 7 | 8 |
| CC(=O)N1[C@H](C(=O)N(C)C)[C@@H](CO)[C@@H]2Cn3c(ccc(-c4ccc(F)cc4)c3=O)[C@@H]21 | 3 | 0.8 | 14 | 7 |
| C[C@H]1CN([C@@H](C)CO)C(=O)c2cccc(NS(=O)(=O)c3ccc(Cl)cc3)c2O[C@H]1CN(C)CC1CCCCC1 | 9 | 0.0 | 14 | 23 |
| C[C@@H]1CN([C@H](C)CO)C(=O)c2cc(NC(=O)C3CCCCC3)ccc2O[C@@H](C)CCCCO[C@H]1CN(C)C(=O)NC1CCCCC1 | -2 | 7.4 | -26 | 114* |

(further entries)
SMILES	C diff HTS	GASC1 inh	Pf Dd2 growth	T cruzi growth
CCC(=O)Nc1ccc2c(c1)OC[C@H](C)N(C(=O)CC1CC1)C[C@@H](C)[C@H](OC)CN(C)C2=O	2	-0.1	9	-45
C/C=C/c1ccc([C@@H]2[C@@H](C#N)N(c3ncc(CC)s3)[C@H]2CO)cc1	16	-1.9	30	102*
C[C@H]1CCCCO[C@H](CN(C)C(=O)Nc2ccc3c(c2)OCO3)[C@@H](C)CN([C@@H](C)CO)C(=O)c2cc(NC(=O)c3ccncc3)ccc2O1	-1	14	-6	52
C[C@@H]1CN([C@H](C)CO)C(=O)c2cccc(NC(=O)Nc3ccc4c(c3)OCO4)c2O[C@@H]1CN(C)Cc1ccccc1	0	6.2	-12	-28
COc1ccc(S(=O)(=O)N(C)C[C@@H]2OCCCC[C@@H](C)Oc3ccc(NS(=O)(=O)c4ccc(Cl)cc4)cc3C(=O)N([C@@H](C)CO)C[C@@H]2C)cc1	-3	-0.9	-76	.
Cc1noc(C)c1S(=O)(=O)N(C)C[C@H]1OCCCC[C@@H](C)Oc2ccc(NC(=O)Nc3ccc4c(c3)OCO4)cc2C(=O)N([C@H](C)CO)C[C@@H]1C	-5	0.7	0	103*
C[C@@H]1CN([C@H](C)CO)C(=O)c2ccccc2-c2ccccc2CO[C@H]1CN(C)S(=O)(=O)c1cccc(C#N)c1	-2	-1.2	-56	?
C[C@H](NC(=O)C[C@@H]1C[C@H]2c3cc(NC(=O)NC4CCCC4)ccc3O[C@H]2[C@@H](CO)O1)c1ccccc1	.	-2.0	-25	23
Cc1noc(C)c1NC(=O)N(C)C[C@@H]1OCCCC[C@@H](C)Oc2ccc(NC(=O)Nc3ccc(C(F)(F)F)cc3)cc2C(=O)N([C@@H](C)CO)C[C@H]1C	0	-2.7	39	67
CCC(=O)N(C)C[C@@H]1Oc2cc(-c3ccc(F)cc3)ccc2S(=O)(=O)N([C@H](C)CO)C[C@@H]1C	-3	3.3	-8	60
Cc1ccc(S(=O)(=O)Nc2ccc3c(c2)C(=O)N([C@H](C)CO)C[C@@H](C)[C@H](CN(C)C(=O)NC(C)C)O3)cc1	-4	0.5	-24	-13
O=C(c1ccc(F)cc1)N1CC(=O)N2[C@@H](CO)[C@@H](c3ccc(C#CC4CCCC4)cc3)[C@@H]2C1	19	0.4	-32	.
COCC(=O)N(C)C[C@H]1Oc2ncc(C#Cc3ccc(OC)cc3)cc2C(=O)N([C@@H](C)CO)C[C@@H]1C	-1	3.3	5	-46
C/C=C/c1ccc([C@@H]2[C@@H](CO)N(C(=O)CC)[C@H]2CNC(=O)C2CC2)cc1	3	0.6	-1	-3
COc1ccc(NC(=O)N[C@H]2CC[C@@H](CCNS(=O)(=O)c3cccc(Cl)c3)O[C@@H]2CO)cc1	0	0.5	-13	16
C[C@@H]1CN([C@H](C)CO)C(=O)c2cc(NC(=O)Nc3cccc4ccccc34)ccc2O[C@@H]1CN(C)C	3	-0.3	5	-28
C[C@H](CO)N1C[C@H](C)[C@H](CN(C)Cc2ccc(-c3ccccc3)cc2)Oc2c(NS(=O)(=O)c3cn(C)cn3)cccc2C1=O	0	0.3	5	37

Bioassay records (PubChem BioAssay)

This is a random part of the collection (roughly 7% active in at least one column).
